Screening data: PubChem BioAssay, Sanford-Burnham Center for Chemical Genomics
MKP-3 inhibition = MKP-3 phosphatase inhibitors, primary screen, biochemical, rat enzyme, in vitro (AID 425) | Dual specificity protein phosphatase 6 (Rattus norvegicus) | recombinant MKP-3 phosphatase activity, fluorescence; higher % means a stronger effect | 0.17% of 110,000 active | inhibition, % at 20 µM, or IC50 in µM where a hit was titrated; in the data active means inhibition above about 50%;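 further: plate controls were vehicle for no effect and reference inhibitor for full effect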
Hsp70 inhibitors = Hsp70 inhibitors, probe displacement, primary screen, biochemical, fluorescence polarization (AID 583) | Heat shock 70 kDa protein 1A (Homo sapiens) | Hsp70 fluorescence polarization probe displacement, mP; higher % means a stronger effect | one-dose displacement, % at 20 µM; IC50 in µM for titrated hits | 0.06% of 140,000 active; in the data active means displacement above about 50%;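 further: plate controls were vehicle for no effect and reference ligand for full effect; a part of the inactive calls stands beside numbers as strong as those of hits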
* marks the source's active call; other numbers are inactive results; x = not tested or not shown; & = joins results of further samples. The list is partial; the hit share may differ from the screen's.

A first look, three compounds:
Values run as follows: Hsp70 inhibitors, MKP-3 inhibition
(1) CCOc1ccc(CSc2ncnc(SCc3ccc(OCC)cc3)c2N)cc1
  -2.1%, -3%
(2) CCOC(=O)C1=C(CC)Nc2ccccc2N=C1NC(=O)Nc1ccccc1OC
  0.8%, 3%
(3) COc1cc(NC(=O)c2ccccc2)c(OC)cc1NC(=O)CN1CCN(c2ccccn2)CC1
  -1.4%, 0%

All compounds of this part, from the first entry:
Values run as follows: Hsp70 inhibitors, MKP-3 inhibition
(1) CCOc1ccc(CSc2ncnc(SCc3ccc(OCC)cc3)c2N)cc1
  -2.1%, -3%
(2) CCOC(=O)C1=C(CC)Nc2ccccc2N=C1NC(=O)Nc1ccccc1OC
  0.8%, 3%
(3) COc1cc(NC(=O)c2ccccc2)c(OC)cc1NC(=O)CN1CCN(c2ccccn2)CC1
  -1.4%, 0%
(4) COc1cccc(C2=NOC(C(=O)NCc3cccs3)C2)c1 (stereo not given)
  2.7%, x
(5) N/C(Cc1ccc([N+](=O)[O-])cc1)=N\OC(=O)COc1ccc2ccccc2c1
  -0.6%, 4%
(6) Cc1ccc(NC(=O)/C=C/c2ccccc2)cc1
  6.8%, -3%
(7) CC(NC(=O)CSc1ncccn1)c1ccccc1 (stereo not given)
  -7.2%&-6.2%, -2%&1%
(8) CC(C)OC(=O)CSc1nc2cc3c(cc2cc1C#N)OCO3
  -3.9%, x
(9) CCC(C(=O)NCc1ccc(F)cc1)N(Cc1ccco1)C(=O)c1snc(C(N)=O)c1N (stereo not given)
  1.4%, -4%
(10) Cc1ccc(C(=O)N2c3ccc(F)cc3CCC2C)o1 (stereo not given)
  1.6%, -11%
(11) O=C(CCC(=O)NC1CCCCCCC1)Nc1nnc(C(F)(F)F)s1
  1.1%, x
(12) O=S(=O)(NCC1CCCO1)c1ccc2ccccc2c1 (stereo not given)
  -3.4%, -10%
(13) C=CCn1c(=S)[nH]c2ccccc2c1=O
  -0.3%, -10%
(14) CCSc1nccc(-c2nn(-c3ccc(C)cc3)ccc2=O)n1
  -1.8%, x
(15) CN1CCN(S(=O)(=O)c2ccc(NC(=O)Nc3cccc(Cl)c3)cc2)CC1
  -5.6%, -4%
(16) COC(=O)[C@@H](NC(=O)NCc1ccco1)C(C)C
  -1.3%, 0%
(17) CCOC(=O)C1=C(CSc2nc3c(cc2C#N)CCC3)OC(N)=C(C#N)C1c1ccccc1 (stereo not given)
  -11%, -1%
(18) CCn1c(-c2ccc(N)cc2)nc2ccccc21
  -4.5%, -3%
(19) Cc1ccccc1OCC(=O)Nc1cccc(NC(=O)c2ccccc2Cl)c1
  0.6%, -2%
(20) CCCn1nc(CC(=O)O)c2ccccc2c1=O
  3.5%&0.3%, 2%&0%

The last two entries of the section above lead into the next:
Values run as follows: Hsp70 inhibitors, MKP-3 inhibition
(19) Cc1ccccc1OCC(=O)Nc1cccc(NC(=O)c2ccccc2Cl)c1
  0.6%, -2%
(20) CCCn1nc(CC(=O)O)c2ccccc2c1=O
  3.5%&0.3%, 2%&0%
(21) COCC(C)NC(=O)C1CC(=O)N(c2ccc(C)cc2)C1 (stereo not given)
  6.7%, -7%
(22) CN1CCN(S(=O)C23CC4CC(CC(C4)C2)C3)CC1 (stereo not given)
  3.6%, -2%
(23) CC1CCN(C(=S)c2ccccc2O)CC1
  1.1%, -4%
(24) Cc1ccc(S(=O)(=O)NCCC(=O)NCCN2CCCCCC2)cc1
  2.0%, -11%
(25) Cc1ccc(C)c(C(=O)CSc2n[nH]c(-c3ccncc3)n2)c1
  3.1%, 0%
(26) Cc1ccc(/C(O)=C2/C(=O)C(=O)N(CCCn3ccnc3)C2c2cccnc2)cc1 (stereo not given)
  x, -7%
(27) CCCCn1c(NC(=O)C2CCCCC2)nc2ccccc21
  6.2%, x
(28) COC(=O)c1nc(-c2ccccc2)n[nH]1
  1.3%, -6%
(29) CCn1c2ccccc2c2cc(NC(=S)N3CCOCC3)ccc21
  -0.7%, x
(30) COc1cc(OC)c(NC2=NCCCCC2)cc1Cl
  -1.6%, -8%
(31) COc1cc(C(=O)NCc2ccc(F)cc2)cc(OC)c1OC
  -0.7%, 4%
(32) O=c1c2c3c(sc2[nH]c(=S)n1CCc1ccccc1)CCC3
  1.2%, 2%
(33) CCc1nnc2c3c4c(sc3nc(C)n12)CCC4
  0.4%, -1%
(34) Cc1c(C(=O)OC(C)C)sc2nc[nH]c(=O)c12
  0.9%, x
(35) O=C(CSc1cccc2cccc(Cl)c12)OCC(=O)N1CCN(C(=O)c2ccco2)CC1
  6.5%, x
(36) CCOc1cc(C2C(C#N)=C(N)OC3CCCC(=O)C32)ccc1OCCN1CCOCC1 (stereo not given)
  -1.5%, 5%
(37) COc1cc(CN2CCC(C(=O)N3CCN(c4ccccc4F)CC3)CC2)cc(OC)c1O
  -3.8%, -3%
(38) CCOc1ccc(NC(=O)CN(c2cccc(Br)c2)S(=O)(=O)c2ccccc2)cc1
  6.4%, 7%
(39) COc1ccc(/C=N/n2c(SC)nnc(C(C)(C)C)c2=O)cc1OC
  8.0%, x
(40) CCOC(=O)C1=C(O)/C(=C/c2ccc(Cl)cc2)SC1=Nc1ccc(OC)cc1
  -2.2%, 7%
(41) CC(C)NC(=O)CSc1nncn1-c1ccccc1
  1.7%, -15%
(42) CCc1nnc(NC(=O)CCC(=O)N2CCN(Cc3cc(Cl)ccc3OC)CC2)s1
  -1.8%, -12%
(43) Cc1cccc(NC(=O)Cn2c(=O)n(C)c3ccccc32)c1
  -3.7%, 6%
(44) O=C(CCSc1nnc(-c2ccncc2)o1)Nc1cccc2ccccc12
  -0.5%, x
(45) O=C(NN1C(=O)/C(=C/c2ccc(Br)cc2)SC1=S)c1cccc(Cl)c1
  5.3%, 1%
(46) CCn1c(CNC(=O)Cc2ccc(OC)cc2)nnc1SCC(=O)NC1CCCCC1
  -0.2%, x
(47) CCCN=Cc1sc2ccc(OCC)cc2c1O
  -1.2%, -6%
(48) CCOc1ccccc1N(CC(=O)Nc1cc(OC)ccc1OC)S(C)(=O)=O
  -7.0%, x
(49) O=S(=O)(c1cccc(S(=O)(=O)N2CCOCC2)c1)N1CCCCC1
  4.7%, x
(50) O=c1[nH]c2ccc(Cl)cc2c(-c2ccccc2)c1N1CCN(c2ccccn2)CC1
  -0.3%, -8%
(51) NC1=NC(=O)CC(C(=O)NCc2ccccc2)S1 (stereo not given)
  4.4%, -7%
(52) Cc1ccccc1OCCNc1cc(N2CCCCC2)ccc1[N+](=O)[O-]
  -3.5%, 0%
(53) O=C(Nc1ccc2nc(-c3ccco3)c(-c3ccco3)nc2c1)N1CCCCCC1
  x, -4%
(54) COc1ccc(-c2nc(CN3CCC(C(=O)N4CCc5ccccc54)CC3)c(C)o2)cc1OC
  -4.3%, -2%
(55) CN1C(=O)C(O)(CC(=O)c2ccncc2)c2ccccc21 (stereo not given)
  5.0%, x
(56) O=C1NC2NC(=O)N(C3CCCCC3)C2N1 (stereo not given)
  -0.2%, 1%
(57) CCOC(=O)c1c(C)[nH]c(C(=O)CSc2nnnn2-c2ccccc2)c1C
  -6.1%, -3%
(58) CCOc1cc(OCC)cc(C(=O)Nc2ccc(Br)cn2)c1
  -4.2%, 1%
(59) N#C/C(=C\c1ccc(-c2ccc([N+](=O)[O-])cc2)o1)C(=O)N1CCCCC1
  -4.6%, 0%
(60) O=C(Nc1ccccc1)c1ccn[nH]1
  -6.0%, x

A second format for part of the listing above:
| cpd | SMILES | Hsp70 inhibitors | MKP-3 inhibition |
| --- | --- | --- | --- |
| 53 | O=C(Nc1ccc2nc(-c3ccco3)c(-c3ccco3)nc2c1)N1CCCCCC1 | x | -4% |
| 54 | COc1ccc(-c2nc(CN3CCC(C(=O)N4CCc5ccccc54)CC3)c(C)o2)cc1OC | -4.3% | -2% |
| 55 | CN1C(=O)C(O)(CC(=O)c2ccncc2)c2ccccc21 (stereo not given) | 5.0% | x |
| 56 | O=C1NC2NC(=O)N(C3CCCCC3)C2N1 (stereo not given) | -0.2% | 1% |

Further records follow.
Values run as follows: Hsp70 inhibitors, MKP-3 inhibition
(61) Cc1ccc(-n2nc3cc(C)c(NC(=O)c4ccc([N+](=O)[O-])cc4)cc3n2)cc1
  4.5%, -2%
(62) Brc1ccc(N=C/C=C/C=C/Nc2ccc(Br)cc2)cc1
  -6.5%, x
(63) CC(NC(=O)C1CCN(S(=O)(=O)N2CCCCCC2)CC1)c1ccccc1 (stereo not given)
  -0.8%, -11%
(64) CCOc1ccc(N2C(=O)C(C)C(Cc3cc(C)cc(C)c3)C2=O)cc1 (stereo not given)
  0.4%, 4%
(65) Cc1ccc(CSc2nc(N)c3c4c(sc3n2)CCC4)c(C)c1
  0.1%, 5%
(66) CC(=O)Nc1ccc(OCC(O)CN2CCN(c3cccc(Cl)c3)CC2)cc1 (stereo not given)
  5.4%, 2%
(67) Cc1ccc(NC(=O)CNc2ccc(OC(C)C)cc2)c(C)c1
  5.7%, x
(68) Cc1cc(Nc2ccccc2)n(C(=O)c2ccccc2)n1
  2.5%, x
(69) c1ccc(Cc2nnc3sc(-c4cccnc4)nn23)cc1
  -2.3%, -19%
(70) Cc1ccc(NC(=O)C2COc3ccccc3O2)cc1 (stereo not given)
  -2.8%, 1%
(71) CN(C)CCCNC(=O)c1ccccc1Oc1ccccc1
  2.5%, 1%
(72) c1cnc2ccc(C(c3nnnn3C3CCCC3)N3CCN4CCCC4C3)cc2c1 (stereo not given)
  -5.9%, x
(73) CCn1c(COc2ccccc2C)nnc1SCC(=O)O
  1.4%, 1%
(74) COc1cccc(C2(c3cccc(OC)c3)CC2C(=O)Nc2cccc3ccccc23)c1 (stereo not given)
  7.4%, 4%
(75) CCOC(=O)c1cc(C)n(CCc2ccccc2)c1C
  1.9%, -8%
(76) Cc1ccc(C)c(S(=O)(=O)NCCOc2nc(NC(C)C)nc(NC(C)C)n2)c1
  1.9%, x
(77) O=C(O)CCCCCNC(=O)c1ccc(Br)cc1
  4.5%, x
(78) Cc1ccc(S(=O)(=O)NCc2nc3ccccc3c(=O)n2N)cc1
  0.2%, 7%
(79) N#Cc1ccc(CSc2nnc(COc3ccccc3)n2-c2ccccc2)cc1
  1.0%, x
(80) Cn1nc(-c2ccc(C(=O)O)cc2)c2ccccc2c1=O
  1.1%, x
(81) COc1cc(/C=C2\C(=O)NC(=O)N(c3ccc(C)cc3)C2=O)c(Br)cc1OCC(=O)O
  1.7%, 2%
(82) COc1ccc(OC)c(/C=C2/SC(NC(C)=O)=NC2=O)c1
  23%, 5%
(83) CCOC(=O)c1c(NC(=O)Cc2ccc(Cl)cc2)sc(C(=O)Nc2ccccc2OC)c1C
  1.1%, 5%
(84) Cc1sc2ncnc(OCC(=O)NC(C)C)c2c1C
  0.3%, x
(85) CCc1ccccc1NC(=O)c1cc2cc(Br)ccc2oc1=O
  4.7%, 3%
(86) Cc1cc(N(C)/N=C/c2ccccc2Cl)nc(-c2ccccc2O)n1
  -1.5%, 3%
(87) CC(C)CCOP(=O)(c1ccc(N(C)C)cc1)C(O)c1ccccn1 (stereo not given)
  -3.7%, -9%
(88) O=C(COc1ccccc1)NCc1ccccc1
  -0.9%, x
(89) COc1ccc(C(=O)Nc2nc(-c3ccc(F)cc3)cs2)cc1
  -0.2%, 0%
(90) O=C1C=C(NCCc2ccccc2)C2(CCCCC2)O1
  1.5%, 2%
(91) COc1ccc(NC(=O)/C(=C\c2ccc(OS(=O)(=O)c3ccc(C)cc3)cc2)NC(=O)c2ccccc2)cc1
  -1.5%, x
(92) O=S(=O)(c1ccc(S(=O)(=O)N(Cc2ccco2)Cc2ccccc2Cl)cc1)N1CCCC1
  5.9%, 0%
(93) Cn1cnnc1SCc1ccc(F)c2ccccc12
  -1.9%, -4%
(94) Cc1ccc(C(=O)c2ccccc2C(=O)O)s1
  -2.8%, x
(95) COc1cccc(-c2ncc3ccccn23)c1
  -0.7%, x
(96) COc1ccc(S(=O)(=O)N2CCCN(S(=O)(=O)c3ccc(OC)cc3C)CC2)c(C)c1
  x, -14%
(97) O=C1CCCC2=C1C(c1ccco1)Nc1ccc(C(=O)c3ccccc3)cc1N2 (stereo not given)
  -4.1%, -10%
(98) COc1ccc(C2CC(=O)C3=C(C2)OC2=C(C(=O)CC(c4ccc(OC)cc4)C2)C3c2ccc(OC)c(OC)c2)cc1 (stereo not given)
  -2.0%, 3%
(99) CCOC(=O)C1=C(O)/C(=C/c2ccco2)SC1=Nc1ccc(C)cc1
  1.7%, 4%
(100) Cc1ccc2c(c1)C(CCN)C(=O)N2Cc1ccccc1 (stereo not given)
  x, 3%
(101) CCOC(=O)c1[nH]c2ccc(OC)cc2c1NC(=O)C(C)N1CCSCC1 (stereo not given)
  0.2%, 2%
(102) COc1ccccc1N1CC(O)=C(c2nc3ccccc3c(=O)[nH]2)C1=N
  -2.1%, -1%
(103) O=C1c2ccc(S(=O)(=O)c3ccc4c(c3)C(=O)N(Cc3cccnc3)C4=O)cc2C(=O)N1Cc1cccnc1
  1.8%, 2%
(104) COC(=O)[C@@H](NC(=O)Nc1ccc(OC(F)(F)F)cc1)C(C)C
  3.0%, -3%
(105) CCOc1ccccc1C1C(C(N)=O)=C(C)Nc2nc(-c3cccc(C)c3)nn21 (stereo not given)
  0.8%, -6%
(106) CCCC1=C(C(=O)OCC)C(c2ccc(Cl)cc2Cl)NC(=O)N1 (stereo not given)
  2.9%, -1%
(107) O=C1NC(c2ccccc2Cl)Nc2ccccc21 (stereo not given)
  x, -4%
(108) COC(=O)Cc1c(C)c2c(OCc3nn[nH]n3)cc(C)cc2oc1=O
  1.0%, -7%

3 entries already listed, sorted by their value in Hsp70 inhibitors, rising.
Values run as follows: Hsp70 inhibitors, MKP-3 inhibition
(105) CCOc1ccccc1C1C(C(N)=O)=C(C)Nc2nc(-c3cccc(C)c3)nn21 (stereo not given)
  0.8%, -6%
(108) COC(=O)Cc1c(C)c2c(OCc3nn[nH]n3)cc(C)cc2oc1=O
  1.0%, -7%
(106) CCCC1=C(C(=O)OCC)C(c2ccc(Cl)cc2Cl)NC(=O)N1 (stereo not given)
  2.9%, -1%
